# Screens: PubChem, Broad Institute
# esBAF inh = blocks esBAF chromatin remodeling in mouse ES cells | Bmi1-luciferase knock-in reporter, 24 h; 100% = twice the neutral-well signal | 350,000 compounds, 2% hits | reporter increase, % at 12.5 µM | AID 602393; in the data active = activation above about 40%;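 also: 0% = median of the plate's neutral control wells and 100% = double that signal; a rise in the Bmi1 reporter signal indicates esBAF inhibition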
# Statin myotox sup = suppressors of simvastatin-induced myotoxicity in C2C12 myotubes; ATP luminescence, 48 h; scaled: DMSO 0, geranylgeraniol control 100; rescue of ATP level, % at 7.49 µM; 330,000 compounds, 0.78% hits;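 active = mean ATP rescue above about 67%, or every replicate alone reaching that limit, limit read from the data, passing the limit was not always enough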;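 also: myotubes were challenged with 10 µM simvastatin during compound exposure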
# * marks the source's active call; other numbers are inactive results. An excerpt, so the mix of outcomes need not match the whole.
SMILES,esBAF inh,Statin myotox sup
Cc1cccc(N=C2NC(=O)/C(=C3/C(=O)N(C)c4ccccc43)S2)c1C,-8,-20
Cc1ccc(S(=O)(=O)N2CCN(C)CC2)c(C)c1N(C)S(=O)(=O)c1ccc(Cl)cc1,-4,0
CS(=O)(=O)N1CCc2cc(-c3csc(NCC4CCCO4)n3)ccc21 (centres undefined),6,16
CCP(=O)(CC)c1cccc(N)c1,7,-7
Cc1ccc(N2C(=O)CC(Sc3ncn[nH]3)C2=O)cc1C (centres undefined),-6,-7
CCOC(=O)c1nc(Nc2ccc(C(=O)O)cc2)c2ccccc2n1,4,8
CC(C)(C)NC(=O)NC(=O)COC(=O)CNC(=O)c1cccc(F)c1,12,5
CC(=O)c1cc(NC(=O)c2ccc(C)cc2)c(=O)oc1/C=C/N(C)C,44*,-10
CSC[C@H](NC(=O)Cc1c(C)c2cc3c(C)c(C)oc3cc2oc1=O)C(=O)N[C@@H](Cc1ccccc1)C(=O)O,3,-6
Cc1c(C)c2c(OCC(=O)N3CCC(C(=O)O)CC3)cc3c(c2oc1=O)CCC(C)(C)O3,-4,-12
COCCCNC(=O)CC(NS(=O)(=O)c1ccc(C)cc1)c1ccco1 (centres undefined),-6,-8
O=c1c(-c2ccc(Oc3ccccc3)cc2)[n+]([O-])c2ccccc2n1OCc1ccccn1,11,-1
CCOC(=O)c1cc(CC)sc1NC(=O)Cc1ccsc1,-10,-10
Cc1cccc(OCCCC(=O)Nc2ccc(N3CCCCC3)cc2)c1,-11,4
COc1cccc2c(=O)cc(C)n(CC(=O)Nc3ccc(C)c(C)c3)c12,-3,12
Cc1ccc(C(=O)N2CCN(c3ccc([N+](=O)[O-])c(NCc4ccco4)c3)CC2)cc1,0,-8
CC(C)C[C@@H]1NC(=O)[C@H](C(C)C)NC(=O)c2cc([N+](=O)[O-])cc(I)c2OCC[C@@H](C(N)=O)NC1=O,-4,11
Cn1nnnc1SCc1ccc(C(=O)Nc2ccccc2F)cc1,36,-19
Cc1nnc(-c2ccc(N3CCOCC3)c([N+](=O)[O-])c2)o1,21,1
Cc1c(Br)c(C(F)(F)F)nn1CC(=O)N1CCCC1,7,4
N#CC1=C(N)C(C#N)(C#N)[C@H](c2ccncc2)[C@H]2CC3(CC=C12)OCCO3,4,9
CSc1nsc(SCCN2C(=O)c3ccccc3C2=O)n1,2,5
COCc1nnc(NC(=O)CS(=O)(=O)Cc2ccccc2)s1,2,-9
CC1CN(C(=O)CCN2C(=O)c3ccccc3C2=O)CC(C)O1 (centres undefined),-10,-3
COC(=O)c1c(C(=O)OC)c(-c2cccc(C)c2)n2c1CS(=O)(=O)C2,-6,-8
O=C(Nc1ccc(N2CCOCC2)c2nonc12)C1CCCC1,27,1
Cc1cccc(OCc2nc(-c3ccccn3)n[nH]2)c1,27,-17
Cn1c(SCc2cccc3ccccc23)nnc1-c1ccco1,19,21
O=C(CSc1nnc(-c2ccccc2Br)o1)N1CCc2ccccc2C1,2,1
O=C(CN1C(=O)c2cccc3cccc1c23)NCc1cccnc1,20,6
CC1CN(C(=O)c2cccs2)CCN1C(=O)c1cccs1 (centres undefined),8,-7
CCCCC(=O)NC(=S)Nc1ccccc1C(=O)Nc1ccccc1,-8,-9
CC(=O)N(c1cccc(Br)c1)C1C=CS(=O)(=O)C1 (centres undefined),7,-9
COc1ccc2[nH]c(C)cc(=O)c2c1,-6,2
Cc1ccc(NCc2nc3ccccc3n2C)cc1,72*,6
CC(C)(C)C1CCc2onc(C(=O)Nc3cnn(Cc4ccc(F)cc4)c3)c2C1 (centres undefined),-1,-72
O=S(=O)(NCCOC12CC3CC(CC(C3)C1)C2)c1cccc2nsnc12,-2,19
O=S(=O)(c1cccs1)n1cnc2ccccc21,-6,1
CCOC(=O)c1sc(NC(=O)CCSC)nc1C,15,-13
CC1(C)CC(=O)C2=C(C1)Oc1ncn3nc(-c4cccnc4)nc3c1C2c1ccccc1 (centres undefined),4,1
C=CCNC(=O)c1cc2c(C(F)(F)F)nn(C)c2s1,-7,0
COc1ccc2[nH]c(=O)c(CN(C(=O)c3ccco3)C3CCCCC3)cc2c1,4,0
COc1cc(-c2nc(S(=O)(=O)c3ccc(Cl)cc3)c(N(C)C)o2)cc(OC)c1OC,-10,0
CCOC(=O)C1C(=O)CC(O)(c2ccccc2)CC1c1ccccc1 (centres undefined),-6,9
CC1(C)CC(NC(=O)COc2ccc3ccccc3c2)CC(C)(C)N1,-3,-3
CC(=O)c1c(C)[nH]c(C(=O)COc2cc(C)ccc2C(C)C)c1C,-52,-18
COc1ccc(COn2c(=O)c(C)[n+]([O-])c3ccccc32)cc1OC,3,106*
Cc1cc(C(C)(C)C)oc1C(=O)NCCCNC(=O)c1oc(C(C)(C)C)cc1C,4,-2
Cc1ccc(/C(N)=N/OC(=O)/C=C/c2ccccc2)cc1,50*,5
COCCn1c(COc2cccc(OC)c2)nnc1SCC(=O)N1CCOCC1,-2,14
Cc1noc(C)c1C(=O)Nc1ccc(-n2ccc(C(F)(F)F)n2)cc1,-8,-5
O=C(NCc1ccco1)C(c1ccccc1F)N(CC1CCCO1)C(=O)Cn1nnc2ccccc21 (centres undefined),-6,-3
O=C(NC1CCCCC1)Sc1ccc(Cl)cc1,15,12
CC(Oc1ccc(Cl)cc1Cl)C(=O)NC1=NN(c2ccccc2)C(=O)C1 (centres undefined),9,-3
COc1cc(NC(=O)CN2C(=O)NC(C)(CCC(C)C)C2=O)cc(OC)c1 (centres undefined),3,30
CCCCc1ccc(NC(=O)C2CCCO2)cc1 (centres undefined),20,-7
Cc1c(C(=O)N/N=C/c2ccccc2)sc(=S)n1C,-6,-2
COc1ccc(Cl)cc1NC(=O)c1ccoc1C,-2,1
CCCCCn1c2nc3ccccc3nc2c2c(=O)n(CC(C)C)cnc21,-5,-5
O=C(c1ccc(Cl)cc1Cl)N1CCC(c2nc3c(nnn3Cc3ccco3)c(=O)[nH]2)CC1,3,19

# The list goes on.
SMILES,esBAF inh,Statin myotox sup
CCN(CC)S(=O)(=O)c1cccc(C(=O)N2CCCCC2)c1,-5,15
CCOC(=O)c1cnc(SC)nc1Sc1ccc(Cl)cc1Cl,3,13
Cc1ccccc1CS(=O)(=O)c1cnc2ccccc2n1,-6,4
COC(=O)c1cccc(NC(=O)CSc2nnc(COc3ccccc3)n2C)c1,1,-1
CC(C)OC(=O)c1cccc(C(=O)Oc2ccc(Br)cc2)n1,-3,26
CCOC(=O)c1nc2ccccc2s1,33,-1
Cc1cc(C)nc(CC(N)=O)n1,-9,-7
Cc1ccc2c(c1)N(CCC(=O)NCC1COc3ccccc3O1)C(=O)CO2 (centres undefined),-2,0
Cc1onc(-c2ccccc2)c1C(=O)Nc1nc(-c2ccc(F)c(F)c2)cs1,2,-1
Cc1ccc(-c2cc(C(=O)NCc3ccco3)c3ccccc3n2)s1,1,10
CCOC(=O)CSc1nnc2n1C(C)(C)Cc1ccccc1-2,8,8
O=C(Cc1ccc(Br)cc1)Nc1ccccc1Sc1ccccc1,10,3
CCOC(=O)CNC(=O)C(Cc1ccccc1)NS(=O)(=O)c1ccc2c(c1)CCC(=O)N2 (centres undefined),5,6
CCn1c(=O)n(CC(=O)Nc2cc(OC)c(OC)c(OC)c2)c(=O)c2ccccc21,-3,8
O=C(NCCCN1CCOCC1)C1CC(=O)N(C2CCCCC2)C1 (centres undefined),11,3
O=C(CCn1cccc1)NCc1ccc2c(c1)OCO2,-7,0
O=C(CSc1nccn1-c1ccc(F)cc1)Nc1ccc2c(c1)OCO2,30,6
CCN(CC)CCOC(=O)C1c2ccccc2Oc2ccccc21,-5,18
COc1ccc(OCCSc2nnc(-c3ccccc3)n2N)cc1,9,0
COCCCNC(=O)c1ccc(C(=O)NCCCOC)cc1,-14,43
N#Cc1c(-c2cccs2)cc(-c2ccccn2)nc1N,15,-16
Cc1ccc(C)c(Cn2c(=O)n(CCC(=O)NCc3ccco3)c(=O)c3sccc32)c1,-1,13
COc1cccc(C2CC(c3c(-c4ccccc4)c4cc(Cl)ccc4[nH]c3=O)=NN2S(C)(=O)=O)c1OC (centres undefined),-3,-7
CC(C)(C)NC(=O)C[C@H]1C[C@H](C(=O)N2CCOCC2)[C@@]2(C)c3[nH]c4cc(-c5ccco5)ccc4c3CCN2C1=O,6,-8
O=S(=O)(c1ccc2oc3ccccc3c2c1)N1CCCC1,4,14
COc1ccc(OCC(=O)OC2CCN(C)CC2)cc1,-1,11
CCn1c(SCC(=O)NCc2ccco2)nc2c(c1=O)SC(C)C2 (centres undefined),-4,1
Cc1ccc2ccccc2[n+]1CCCS(=O)(=O)[O-],-1,12
Cc1cc(=O)c2cccc(Br)c2[nH]1,-4,3
O=C(Nc1cc(C(F)(F)F)ccc1N1CCOCC1)c1c(F)c(F)c(F)c(F)c1F,-5,5
CCOC(=O)CSc1nnc(CNC(=O)c2ccco2)n1-c1ccc(F)cc1,-3,4
S=c1[nH]ncn1/N=C/c1ccccc1,5,1
Cc1ccc(-c2nc(N)n(S(C)(=O)=O)n2)cc1,25,-11
COc1ccc(NC(=O)CSc2nccn2-c2ccccc2)c(OC)c1,-10,-1
COc1cc(OC)cc(C(=O)N(CN2CCCC2=O)c2ccccc2OC)c1,-2,0
O=C(O)CC(Cn1[nH]nnc1=S)c1ccccc1 (centres undefined),4,6

# esBAF inh, entries above that show a hit.
Molecule	esBAF inh
CC(=O)c1cc(NC(=O)c2ccc(C)cc2)c(=O)oc1/C=C/N(C)C	44*
Cc1ccc(NCc2nc3ccccc3n2C)cc1	72*
Cc1ccc(/C(N)=N/OC(=O)/C=C/c2ccccc2)cc1	50*

# Carrying on.
SMILES,esBAF inh,Statin myotox sup
O=C(NCc1ccco1)c1cc2ccccc2o1,22,-1
Cc1c(/C=N/n2cnnc2)c2ccccc2n1CCOc1ccccc1,12,49
COC(=O)c1cccc(C23CC4(C2)[C@H](CN(Cc2ccc(C(F)(F)F)cc2)[C@@H]4c2ccccc2)C3c2ccccc2)c1 (some centres undefined),-7,15
C=CCn1c(SCC(=O)Nc2ccc(C(=O)OCC)cc2)nnc1-c1sc(N)nc1C,-2,-4

# Some of the entries so far, with bars between the fields:
Molecule | esBAF inh | Statin myotox sup
O=C(CCn1cccc1)NCc1ccc2c(c1)OCO2 | -7 | 0
O=C(CSc1nccn1-c1ccc(F)cc1)Nc1ccc2c(c1)OCO2 | 30 | 6
CCN(CC)CCOC(=O)C1c2ccccc2Oc2ccccc21 | -5 | 18
COc1ccc(OCCSc2nnc(-c3ccccc3)n2N)cc1 | 9 | 0
COCCCNC(=O)c1ccc(C(=O)NCCCOC)cc1 | -14 | 43
N#Cc1c(-c2cccs2)cc(-c2ccccn2)nc1N | 15 | -16
Cc1ccc(C)c(Cn2c(=O)n(CCC(=O)NCc3ccco3)c(=O)c3sccc32)c1 | -1 | 13
COc1cccc(C2CC(c3c(-c4ccccc4)c4cc(Cl)ccc4[nH]c3=O)=NN2S(C)(=O)=O)c1OC (centres undefined) | -3 | -7
CC(C)(C)NC(=O)C[C@H]1C[C@H](C(=O)N2CCOCC2)[C@@]2(C)c3[nH]c4cc(-c5ccco5)ccc4c3CCN2C1=O | 6 | -8
O=S(=O)(c1ccc2oc3ccccc3c2c1)N1CCCC1 | 4 | 14
COc1ccc(OCC(=O)OC2CCN(C)CC2)cc1 | -1 | 11
CCn1c(SCC(=O)NCc2ccco2)nc2c(c1=O)SC(C)C2 (centres undefined) | -4 | 1
Cc1ccc2ccccc2[n+]1CCCS(=O)(=O)[O-] | -1 | 12
Cc1cc(=O)c2cccc(Br)c2[nH]1 | -4 | 3
O=C(Nc1cc(C(F)(F)F)ccc1N1CCOCC1)c1c(F)c(F)c(F)c(F)c1F | -5 | 5
CCOC(=O)CSc1nnc(CNC(=O)c2ccco2)n1-c1ccc(F)cc1 | -3 | 4
S=c1[nH]ncn1/N=C/c1ccccc1 | 5 | 1
Cc1ccc(-c2nc(N)n(S(C)(=O)=O)n2)cc1 | 25 | -11
COc1ccc(NC(=O)CSc2nccn2-c2ccccc2)c(OC)c1 | -10 | -1
COc1cc(OC)cc(C(=O)N(CN2CCCC2=O)c2ccccc2OC)c1 | -2 | 0
O=C(O)CC(Cn1[nH]nnc1=S)c1ccccc1 (centres undefined) | 4 | 6
O=C(NCc1ccco1)c1cc2ccccc2o1 | 22 | -1
Cc1c(/C=N/n2cnnc2)c2ccccc2n1CCOc1ccccc1 | 12 | 49
COC(=O)c1cccc(C23CC4(C2)[C@H](CN(Cc2ccc(C(F)(F)F)cc2)[C@@H]4c2ccccc2)C3c2ccccc2)c1 (some centres undefined) | -7 | 15
